From PubChem
Lipid droplet: hepatic lipid droplet formation modulation; AML12 mouse hepatocytes, oleate lipid droplets, BODIPY imaging; inhibition, % at 6.5 µM; AID 1656; actives 0.4% (n = 240,000);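 active means lipid droplet intensity inhibited by at least 50%, with more than 500 cells counted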
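Material – mouse AML12 hepatocyte cell line, fixed after treatment · Compound dosing – one dose, 6.5 µM compound · Times – compound with oleate, overnight · Measured by – Image-based BODIPY and DAPI two-channel analysis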
T cell HTS: T cell immune modulators affecting CD8 T cell-vesicle binding | 2C CD8+ T cell-vesicle binding, flow cytometry; active compounds read low | calls only at 7 µM | actives 0.068% (n = 330,000);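 active means response, share of CD8 T cells binding vesicles, and their 90th percentile fluorescence all below set limits, cut at about 80% in these data, passing the limit was not always enough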
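Test system: purified 2C TCR transgenic mouse naive CD8+ T cells. Probe or stimulus: QL9-peptide-loaded Drosophila micro-vesicles bearing Ld, ICAM-1 and B7-1. Incubation: binding step 1.5 h, 37 °C, antibody labelling 20 min, ice. Measured by: flow cytometry of vesicle-bound cells.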
MT stabilize HCS: microtubule stabilizers in HeLa cells; actives 0.83% (n = 200,000); % tubulin-high responders, % at 10 µM; AID 2205; HeLa tubulin immunostaining HCS, 24 h; share of cells brighter than vehicle mean+2SD;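 active means plate Z-score above 3 for both tubulin-high and condensed-nucleus cell shares, with cell loss under 80%, at 10 µM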;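 further: anti alpha tubulin signal scored within the nucleus-defined area of each cell; some results filed as inactive read as strong as hits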
WT yeast gro inh: growth inhibition of WT yeast, mitochondrial fusion screen; mitochondrial fusion phenotypic screen, WT strain; actives 2.1% (n = 190,000); inhibition, % at 10 µM; AID 1362; in the data active means inhibition above about 58%; tested in S. cerevisiae
Insulin prom up: MIN6 insulin promoter up-regulation. AID 1625. MIN6 insulin promoter-GFP reporter, high-content imaging; active compounds read high. z-score at 5 µM. actives 0.3% (n = 190,000);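 active means z-score above 3 at 5 µM with at least 500 cells counted in the well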
West Nile antiviral: inhibition of WNV-induced cytopathic effect – cell-based, CPE readout (AID 1621) | West Nile virus-infected cells, CPE inhibition; higher % means a stronger effect | CPE inhibition, % at 10 µM, or IC50 in µM where a hit was titrated | actives 0.02% (n = 290,000); in the data active means a potency from the dose series; further: strong numbers were not always called active
Autophagy HCS: autophagy modulation, high-content screen; MEF GFP-LC3 puncta imaging; test concentration mostly 10 µM; calls only at 10 µM (by protocol); actives 0.98% (n = 190,000);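 active means percentage of spot-positive cells more than 3 SD above its plate mean, without a fluorescence outlier flag or 80% toxicity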;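 further: spot-positive cell cutoff set from DMSO-treated cells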
Myeloid diff MLP: promotes myeloid progenitor differentiation. ER-HoxA9 myeloid progenitors, lysozyme-GFP differentiation, flow cytometry. AID 624256. calls only at 10 µM. actives 1% (n = 360,000);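 active means normalized GFP-positive differentiation at or above the plate's own cutoff, the solvent-only control mean plus 3 SD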;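 further: cells exposed to compound for four days before flow analysis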
b-catenin transl: beta-catenin nuclear translocation modulation | HeLa beta-catenin nuclear translocation, immunofluorescence imaging | nuclear translocation activity, % at 5 µM | actives 0.3% (n = 190,000);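 active means nuclear translocation activity above 50% at 5 µM, with a well cell count of 50 or more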;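 further: per-cell ratio of nuclear to cytoplasmic median beta-catenin stain intensity; plate controls were DMSO negative control for no effect and GSK-3 inhibitor IX positive control for full effect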
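System: HeLa cells, endogenous beta-catenin; compound dosing: 5 µM primary single dose, 0.1% DMSO, 0.02–20 µM confirmation series; incubation: 24 h compound exposure at 37°C, 5% CO2; signal: beta-catenin immunofluorescence imaging with DAPI; evaluation: % activation, nuclear-to-cytoplasmic median beta-catenin signal ratio per cell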
WT yeast gro inh mutant strain: second read-out of WT yeast gro inh, no call of its own (marks repeat the call); inhibition, %; mitochondrial fusion phenotypic screen, mutant strain inhibition
Insulin prom up cell count: further read-out of Insulin prom up, marked with its call; cell count; measured here: cytotoxicity, nuclei count;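 total cells summed across four imaged fields per well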
Lipid droplet cells 6.5 µM: recorded beside Lipid droplet, whose call it bears; cell count; measured here: cell count, cytotoxicity flag;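 cells counted across two imaged fields per well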
b-catenin transl cell count 5 µM: recorded beside b-catenin transl, whose call it bears; cell count; measured here: cell count, cytotoxicity flag
T cell HTS vesicle-bound %: recorded beside T cell HTS, whose call it bears; double positive events, %; measured here: CD8+ vesicle-bound cell fraction;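 binding gate set so that unloaded-vesicle control wells show 10% double positive cells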
MT stabilize HCS Hoechst-high %: recorded beside MT stabilize HCS, whose call it bears; % Hoechst-high responders; measured here: nuclear condensation Hoechst responders;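 share of cells brighter than vehicle mean plus two SD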
MT stabilize HCS cytotoxicity %: further read-out of MT stabilize HCS, marked with its call; toxicity, %; measured here: cytotoxicity by cell density;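 0% = mean cell density of plate MIN control wells and 100% = no cells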
Autophagy HCS cell loss 18 h: recorded beside Autophagy HCS, whose call it bears; toxicity, %; measured here: cell loss, nuclei count;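 cell loss after 18 h compound exposure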
Myeloid diff MLP GFP+ MAC1+ %: further read-out of Myeloid diff MLP, marked with its call; GFP+ MAC1+ double positive, %; measured here: differentiation confirmed by MAC1 staining
Starred values were filed as active, the others as inactive; i = inactive; nt = not tested or not shown.

SMILES | Lipid droplet | Lipid droplet cells 6.5 µM | T cell HTS | T cell HTS vesicle-bound % | MT stabilize HCS | MT stabilize HCS Hoechst-high % | MT stabilize HCS cytotoxicity % | WT yeast gro inh | WT yeast gro inh mutant strain | Insulin prom up | Insulin prom up cell count | West Nile antiviral | Autophagy HCS | Autophagy HCS cell loss 18 h | Myeloid diff MLP | Myeloid diff MLP GFP+ MAC1+ % | b-catenin transl | b-catenin transl cell count 5 µM
COC(=O)c1ccc(C(=O)OC)c(NC(=S)N2CCCCC2)c1 | nt | nt | i | 21 | 3.5 | 1.7 | 5.9 | 22 | 8 | 0.4 | 1565 | -0.6% | i | 14 | i | 0.7 | 1.0 | 1363
COc1ccccc1-n1c(SCC(=O)N2CCOCC2)nc2ccccc2c1=O | 12 | 824 | i | 44 | nt | nt | nt | nt | nt | nt | nt | -0.4% | nt | nt | i | 0.7 | nt | nt
CCC(C)(C)NC(=O)CCCSc1nc2ccccc2[nH]1 | -3 | 714 | i | 57 | nt | nt | nt | nt | nt | -0.12 | 1065 | 0.0% | nt | nt | i | 0.2 | -0.6 | 1336
CCOC(=O)c1ccc(N2C(=O)C3CC=CCC3C2=O)cc1 (stereo not drawn) | 14 | 628 | i | 51 | 2.8 | 3.0 | 11 | -1 | -9 | -0.25 | 1300 | 0.4% | i | -10 | i | 2.1 | -0.5 | 1122
Nc1nnc(CCOc2ccccc2Cl)s1 | nt | nt | i | 36 | 4.0 | 0.8 | 5.6 | -7 | -9 | -0.43 | 1664 | -0.4% | i | 2 | i | 5.2 | 1.2 | 1362
CC(C)(C)SCCNC(=O)c1ccc(CN2CCc3ccccc3C2)cc1 | -15 | 829 | i | 60 | nt | nt | nt | nt | nt | nt | nt | -0.3% | nt | nt | i | 0.4 | nt | nt
COc1ccc(C(=O)N2C(=S)NC(=O)/C2=C\c2ccc(C)cc2)cc1 | -4 | 620 | i | 31 | 2.5 | 3.3 | 5.7 | -2 | -39 | 0.87 | 1374 | 0.4% | i | 4 | i | 0.9 | -0.9 | 1097
CCOc1ccccc1NC(=S)N1CCCCCC1 | 10 | 894 | i | 12 | nt | nt | nt | nt | nt | nt | nt | 0.5% | nt | nt | i | 0.6 | nt | nt
Cc1ncoc1C(=O)Nc1ccc(Oc2ccccc2)cc1 | nt | nt | i | 18 | 4.2 | 2.1 | 5.2 | -10 | 35 | -0.54 | 1034 | 0.2% | i | 9 | i | 2.5 | 0.0 | 1372
CC(=O)Oc1oc(-c2ccccc2)nc1/C=N/c1ccccn1 | nt | nt | nt | nt | 3.0 | 2.9 | 4.6 | 13 | 6 | 0.52 | 1026 | 0.0% | i | 11 | i | 1.5 | -1.3 | 1399
CCOC(=O)c1c(C)c(C(=O)N2CCN(C(=O)c3ccco3)CC2)c(C)n1C | nt | nt | i | 46 | 3.2 | 2.0 | 8.5 | 14 | 5 | -0.07 | 1541 | 1.3% | i | -10 | i | 5.3 | -1.3 | 1305
O=C(N/C(=C\c1cccnc1)C(=O)N1CCOCC1)c1ccco1 | -3 | 663 | i | 35 | 2.5 | 1.4 | 4.1 | -6 | -2 | -0.23 | 1310 | 0.5% | i | 21 | i | 0.6 | -1.3 | 1117
CC(C)C1CC(CCN2CCCCC2)(c2ccccc2)CCO1 (stereo not drawn) | -3 | 703 | i | 28 | 2.9 | 1.3 | 4.8 | 0 | -1 | -1.1 | 1337 | -1.0% | i | 28 | i | 0.0 | -1.6 | 1102
COCCn1c(SCC(=O)Nc2cc(C)on2)nc2ccccc21 | -11 | 700 | i | 34 | 0.5 | 2.2 | 7.4 | -5 | 3 | 0.94 | 1386 | -0.5% | i | -3 | i | 0.3 | -0.8 | 1068
COc1ccc(Cl)cc1N(CC(=O)NCCSc1ccccn1)S(=O)(=O)c1ccccc1 | 2 | 758 | i | 42 | nt | nt | nt | nt | nt | nt | nt | 0.0% | nt | nt | i | 0.5 | nt | nt
CC1CN(C)C(C)C/C1=N/Oc1ccccc1[N+](=O)[O-] (stereo not drawn) | -1 | 738 | i | 27 | 2.1 | 2.1 | 7.5 | -14 | -7 | 0.44 | 1593 | -0.7% | i | -3 | i | 0.7 | 5.1 | 830
Cn1c(=O)c2[nH]c(N/N=C(/C#N)C(N)=O)nc2n(C)c1=O | 0 | 730 | i | 22 | nt | nt | nt | nt | nt | 0.2 | 1286 | -0.1% | nt | nt | nt | nt | 7.8 | 935
COC(=O)c1ccc(/C=N/OCC(=O)Nc2cc(F)ccc2F)cc1 | 1 | 683 | i | 30 | 2.8 | 2.3 | 7.4 | 1 | 2 | -0.27 | 1185 | 0.3% | i | 11 | i | 0.2 | -0.7 | 1021
O=C(NCc1ccccc1)[C@@H]1C[C@H]1[C@@H](NP(=O)(c1ccccc1)c1ccccc1)c1ccccc1 | -8 | 762 | nt | nt | 2.9 | 3.2 | 12 | 9 | -7 | -0.06 | 775 | -0.7% | i | -4 | i | 4.1 | -2.0 | 535
CCOC(=O)C1=C(N)N(c2ccc(C)cc2)C2=C(C(=O)CCC2)C1c1cccs1 (stereo not drawn) | 6 | 623 | i | 50 | 1.5 | 2.6 | 13 | 10 | 10 | -0.24 | 1135 | -0.8% | i | -8 | i | 0.7 | -1.2 | 936
COCCNC(=S)N1CCN(c2ccc(Cl)cc2)CC1 | -1 | 662 | i | 34 | 4.3 | 0.8 | 7.9 | -10 | -5 | -0.01 | 1573 | -0.8% | i | 10 | i | 1.0 | -4.9 | 1084
CCN1CCc2c(sc(NC(=O)c3ccc(S(=O)(=O)N(C)CC4CCCO4)cc3)c2C(N)=O)C1 (stereo not drawn) | -6 | 759 | i | 37 | nt | nt | nt | nt | nt | nt | nt | -0.4% | nt | nt | i | 3.4 | nt | nt
CC1=NOC(=O)/C1=C/c1ccc(-c2ccc(Cl)cc2)o1 | -2 | 729 | i | 43 | 1.3 | 0.8 | 2.3 | 75* | 73* | nt | nt | 0.2% | i | 0 | nt | nt | 30 | 741
CCOC(=O)C1=C(C)OC(N)=C(C#N)C1c1ccc(C)s1 (stereo not drawn) | 7 | 754 | i | 31 | 4.1 | 2.0 | 7.9 | -6 | 1 | 1.8 | 1222 | 0.4% | i | 10 | i | 0.4 | 0.4 | 1032

Of the compounds above, these contain an aryl methoxy group.
SMILES | Lipid droplet | Lipid droplet cells 6.5 µM | T cell HTS | T cell HTS vesicle-bound % | MT stabilize HCS | MT stabilize HCS Hoechst-high % | MT stabilize HCS cytotoxicity % | WT yeast gro inh | WT yeast gro inh mutant strain | Insulin prom up | Insulin prom up cell count | West Nile antiviral | Autophagy HCS | Autophagy HCS cell loss 18 h | Myeloid diff MLP | Myeloid diff MLP GFP+ MAC1+ % | b-catenin transl | b-catenin transl cell count 5 µM
COc1ccccc1-n1c(SCC(=O)N2CCOCC2)nc2ccccc2c1=O | 12 | 824 | i | 44 | nt | nt | nt | nt | nt | nt | nt | -0.4% | nt | nt | i | 0.7 | nt | nt
COc1ccc(C(=O)N2C(=S)NC(=O)/C2=C\c2ccc(C)cc2)cc1 | -4 | 620 | i | 31 | 2.5 | 3.3 | 5.7 | -2 | -39 | 0.87 | 1374 | 0.4% | i | 4 | i | 0.9 | -0.9 | 1097
COc1ccc(Cl)cc1N(CC(=O)NCCSc1ccccn1)S(=O)(=O)c1ccccc1 | 2 | 758 | i | 42 | nt | nt | nt | nt | nt | nt | nt | 0.0% | nt | nt | i | 0.5 | nt | nt

The results go on:
SMILES | Lipid droplet | Lipid droplet cells 6.5 µM | T cell HTS | T cell HTS vesicle-bound % | MT stabilize HCS | MT stabilize HCS Hoechst-high % | MT stabilize HCS cytotoxicity % | WT yeast gro inh | WT yeast gro inh mutant strain | Insulin prom up | Insulin prom up cell count | West Nile antiviral | Autophagy HCS | Autophagy HCS cell loss 18 h | Myeloid diff MLP | Myeloid diff MLP GFP+ MAC1+ % | b-catenin transl | b-catenin transl cell count 5 µM
COc1ccc(/C=C/c2c([N+](=O)[O-])c(=O)n(C)c(=O)n2C)c(OC)c1 | -8 | 661 | i | 69 | 1.9 | 2.3 | 2.8 | 12 | -4 | -0.26 | 1117 | -0.1% | i | 16 | i | 0.7 | 5.1 | 950
C/C(Cc1ccccc1)=N\NC(=O)CNC(=O)COc1ccccc1 | 5 | 714 | i | 31 | nt | nt | nt | nt | nt | -0.31 | 1160 | 0.3% | nt | nt | i | 0.5 | -0.6 | 1329
Cc1ccccc1C(C(=O)NCc1ccco1)N(CC1CCCO1)C(=O)Cn1nnc2ccccc21 (stereo not drawn) | nt | nt | i | 16 | 4.3 | 2.4 | 9.0 | 4 | -8 | 0.74 | 1130 | 0.2% | i | 0 | i | 1.5 | -1.2 | 1093
CC(=O)OCC(=O)[C@@]1(O)CC[C@H]2[C@@H]3CCC4=CC(=O)C=C[C@]4(C)[C@@]3(Cl)[C@@H](Cl)C[C@@]21C | 3 | 671 | i | 22 | nt | nt | nt | nt | nt | -3.4 | 597 | 0.3% | nt | nt | i | 13 | -5.7 | 1042
CCN(CC(=O)Nc1cccc(C(C)=O)c1)S(=O)(=O)c1ccc(C)cc1 | -17 | 696 | i | 58 | 3.9 | 2.6 | 8.1 | -3 | -10 | -0.05 | 1390 | -1.1% | i | 7 | i | 0.9 | 7.8 | 797
CCOC(=O)C1[C@H]2C(=O)N(C(C)c3ccc(OC)cc3)C[C@]23C=C[C@H]1O3 (stereo partly drawn) | nt | nt | i | 45 | 3.9 | 3.6 | 12 | -1 | 8 | 0.67 | 1056 | 0.4% | i | 0 | i | 2.6 | -4.5 | 873
COc1ccc(S(=O)(=O)N(C)C)cc1NC(=O)CCNC(=O)c1ccccc1OC | -9 | 874 | i | 34 | nt | nt | nt | nt | nt | nt | nt | 0.0% | nt | nt | i | 0.5 | nt | nt
Cc1nn2c(NCC(C)C)c3c(nc2c1-c1ccccc1)CCC3 | nt | nt | i | 43 | 2.7 | 1.9 | 6.2 | -4 | 13 | -2.1 | 1134 | -1.0% | i | -2 | i | 11 | 3.8 | 1393
Cc1cccc(NS(=O)(=O)c2nnc(NC(=O)c3ccc(Cl)cc3)s2)c1 | 0 | 730 | i | 44 | nt | nt | nt | nt | nt | nt | nt | 0.1% | nt | nt | i | 2.0 | nt | nt
